Screens deposited in PubChem by National Center for Advancing Translational Sciences (NCATS).
TDP-43 yeast inh = TDP-43 toxicity inhibition in yeast. TDP-43 expressing yeast growth rescue, BacTiter-Glo, 24 h. Potency, µM (doses to about 46.1 µM), for inactives: top-dose growth rescue (activation), actives largely listed as activators. 1.8% of 410,000 active; further: % of control where 0% means no effect; nearly all actives have a fitted effect of over 50% in size
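In this qHTS, compounds that restore growth of yeast expressing TDP-43 appear as activators. Cells (OD600=0.02, galactose medium, raffinose-pregrown) are incubated with compound 24 hr at 30 deg C and growth is quantified by BacTiter-Glo.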
FUS yeast rescue = FUS proteinopathy suppression in yeast | S. cerevisiae FUS-expressing, growth rescue, OD600, 24 h | Potency, µM (titrated, usually from 76.6 µM), for inactives: top-dose growth rescue (activation), usual class: activators | 0.24% of 390,000 active;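 further: plate controls were DMSO vehicle for no effect and reference control for full effect; nearly all actives have a fitted effect of over 55% in size; some results filed as inactive show a strong effect at the top dose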
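Yeast FUS proteinopathy model; galactose-induced FUS (2%), starting OD 0.005. Cpds in dilution series, 24hr, 30C, 99% humidity. Abs 600 nm growth. Pos ctrl CP55940 (top 92uM final); neg ctrl DMSO.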
PTHR1 agonist = PTHR1 (human) receptor agonism. Q03431. HEK293 GP2 PTHR1 cells, GloSensor cAMP luminescence, 1 h. Potency, µM (doses to about 115 µM), for inactives: at the highest dose activation, most hits filed as activators. 0.075% of 410,000 active. AID 743266; further: nearly all actives have a fitted effect of over 55% in size; some results filed as inactive show a strong effect at the top dose; inactives centre near -15; many of its hits are not listed in these tables
Target sequence (Q03431 whole entry, looked up): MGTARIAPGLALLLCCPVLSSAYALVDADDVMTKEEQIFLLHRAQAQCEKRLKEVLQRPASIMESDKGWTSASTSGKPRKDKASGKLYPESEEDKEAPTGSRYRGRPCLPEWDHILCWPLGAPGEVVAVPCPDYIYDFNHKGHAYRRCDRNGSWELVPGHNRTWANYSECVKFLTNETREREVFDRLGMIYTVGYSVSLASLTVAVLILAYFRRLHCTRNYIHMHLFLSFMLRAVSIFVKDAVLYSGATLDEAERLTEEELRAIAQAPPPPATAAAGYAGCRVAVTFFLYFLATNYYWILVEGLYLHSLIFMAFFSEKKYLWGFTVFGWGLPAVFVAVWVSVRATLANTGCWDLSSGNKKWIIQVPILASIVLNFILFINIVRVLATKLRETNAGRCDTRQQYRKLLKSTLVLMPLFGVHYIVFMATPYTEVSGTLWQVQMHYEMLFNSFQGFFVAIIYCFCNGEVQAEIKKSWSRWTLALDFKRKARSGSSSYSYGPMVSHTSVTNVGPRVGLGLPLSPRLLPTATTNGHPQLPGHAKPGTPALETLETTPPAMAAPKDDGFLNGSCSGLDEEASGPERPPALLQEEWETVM
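HEK-293-derived GP2 cells expressing PTHR1 and a GloSensor cAMP reporter, 3,000/well, plated overnight, given luciferin plus IBMX (each 0.5 mM as added) for 1 h at 37 °C, then compound for 1 h at 37 °C. Luminescence was read after 15 min at room temperature.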
The depositor's hits bear a star; i = inactive; ? = inconclusive; · = no result given; [ ] = remark or other dose. The call rests on the fitted dose curve; in most records, active means well fitted curve in the direction sought with a large enough effect; inconclusive means small, poorly fitted or top-dose-only effect, or another doubt; inactive means no such curve, though single readings can be large; an effect the other way counts as inactive or inconclusive. Potency means the concentration at half of the fitted maximal effect. The list is partial; rates above refer to the full screens.

SMILES	TDP-43 yeast inh	FUS yeast rescue	PTHR1 agonist
COc1ccc(Cn2cc(C(=O)c3ccc(C)c(C)c3)c(=O)c3ccccc32)cc1	0.0%	42.8%	-14.3%
CN(C)CCNC(=O)c1ccc(-n2c(-c3ccccc3)cc3c2CCCC3)cc1	3.5%	17.7%	i
Cc1ccc(N2C(=O)c3n[nH]c(C)c3C2c2ccc(Cl)cc2)cc1 (stereo not drawn)	6.0%	10.6%	-11.1%
COCCNC(=O)CCc1c(C)n(C)c2cc(-c3cc(OC)c(OC)c(OC)c3)nn2c1=O	3.5%	-17.2%	-19.3%
CC(C)c1cc(-c2nc(-c3ccccc3)no2)n[nH]1	-4.3%	8.1%	-14.8%
O=C(NCc1ccccc1Cl)c1ccc(CS(=O)(=O)c2ccc(Br)cc2)o1	·	?	-96.1%[inhibitor]
Cc1ccc(N2C(=O)N(Cc3cc(=O)n4ccccc4n3)c3ccccc3S2(=O)=O)cc1Cl	27.8%[9.22 µM]	29.9%	-27.0%
Cc1cc(C)n(-c2nnc(Nc3cc(Cl)ccc3C)c3ccccc23)n1	16.2%	0.4%	i
COC(=O)c1cc2oc3ccccc3c2n1Cc1nc(-c2ccc(Cl)cc2)oc1C	7.8%	-13.3%	i
CCOC(=O)c1[nH]c(C)c(CCC(=O)Nc2cccc(SC)c2)c1C	11.5%[9.22 µM]	-9.7%	-29.5%
O=C(Cn1cc(C(=O)c2ccco2)c2ccccc21)Nc1ccccc1Cl	6.1%	3.4%	-15.3%
Cc1ccc(CN(Cc2cccn2-c2nnc(N3CCCC3=O)s2)C(=O)Nc2ccccc2Cl)cc1	-0.7%	35.5µM*	18.0%
COc1ccc(CC(=O)NCc2ccc3c(c2)CCN3C(C)=O)cc1OC	11.1%	-5.8%	-14.6%
CSCCC(NS(=O)(=O)c1ccc2c(c1)oc(=O)n2C)C(=O)NCc1ccc(F)cc1 (stereo not drawn)	7.7%	-26.2%	-1.2%
CCOc1ccccc1CNC(=O)c1ccc(N2Cc3ccccc3Oc3ncccc32)s1	16.3%	-17.9%	i
CCNC(=O)CC1C(=O)N(c2ccc(F)cc2)C(=O)N1CCOC (stereo not drawn)	-1.0%	9.4%	-22.3%
COc1ccccc1N1CCN(S(=O)(=O)c2cc(C(=O)Nc3ccc(Oc4ccccc4)cc3)ccc2F)CC1	8.8%	2.0%	-0.2%
Cc1cccc(NC(=O)CSc2nccn2Cc2ccc(F)cc2)c1C	?	-3.5%	i
CCCC(=O)OCc1cnc(C)c2oc(=O)c(C(=O)Nc3ccc(F)cc3C)cc12	18.0%	-19.9%	i
Cc1cccc(C(=O)NCC(c2cccs2)S(=O)(=O)c2cccs2)c1 (stereo not drawn)	19.7%	14.8%	i
COc1ccc(Cn2ccc3nc(C)c(C(=O)NCc4ccc(SC)cc4)cc3c2=O)cc1	17.4%	-18.1%	i
Cc1cccc(N2CCN(C(=O)c3c(C)oc4ncnc(N5CCOCC5)c34)CC2)c1C	20µM*	3.0%	i
O=C1CN(C(=O)c2ccc(S(=O)(=O)N3CCCC3)cc2)C(c2ccccc2)c2cc(Br)ccc2N1 (stereo not drawn)	21.2%	?	i
COc1ccc(CCNC(=O)c2cc3c(=O)n4cccc(C)c4nc3n2C)cc1	17.0%	-31.1%	4.4%
CCNc1ccc(-c2nc(-c3ccco3)no2)cc1[N+](=O)[O-]	10.2%	4.2%	-41.5%

Shown with values under each structure: part of the list above
Below each SMILES: TDP-43 yeast inh | FUS yeast rescue | PTHR1 agonist
- CSCCC(NS(=O)(=O)c1ccc2c(c1)oc(=O)n2C)C(=O)NCc1ccc(F)cc1 (stereo not drawn)
  7.7% | -26.2% | -1.2%
- CCOc1ccccc1CNC(=O)c1ccc(N2Cc3ccccc3Oc3ncccc32)s1
  16.3% | -17.9% | i
- CCNC(=O)CC1C(=O)N(c2ccc(F)cc2)C(=O)N1CCOC (stereo not drawn)
  -1.0% | 9.4% | -22.3%
- COc1ccccc1N1CCN(S(=O)(=O)c2cc(C(=O)Nc3ccc(Oc4ccccc4)cc3)ccc2F)CC1
  8.8% | 2.0% | -0.2%

Full records, quoted from the list.
Shown for CCCC(=O)OCc1cnc(C)c2oc(=O)c(C(=O)Nc3ccc(F)cc3C)cc12 : TDP-43 yeast inh = 18.0%; FUS yeast rescue = -19.9%; PTHR1 agonist = i
Shown for Cc1ccc(N2C(=O)N(Cc3cc(=O)n4ccccc4n3)c3ccccc3S2(=O)=O)cc1Cl : TDP-43 yeast inh = 27.8%[9.22 µM]; FUS yeast rescue = 29.9%; PTHR1 agonist = -27.0%

(continued)
SMILES	TDP-43 yeast inh	FUS yeast rescue	PTHR1 agonist
CC1CCCN(c2nc3c(S(=O)(=O)c4ccc(C(C)C)cc4)nnn3c3ccsc23)C1 (stereo not drawn)	6.7%	-12.2%	i
COC(=O)c1sccc1S(=O)(=O)N1CCN(c2ccc(C(C)=O)cc2)CC1	?	37.1%	i
O=C(c1ccc2c(c1)N(Cc1ccc(Cl)cc1)C(=O)c1ccccc1S2=O)N1CCN(c2ccccc2F)CC1 (stereo not drawn)	13.5%	?	i
CCc1ccc(Nc2nc3c(S(=O)(=O)c4ccc(C)cc4)nnn3c3ccsc23)cc1	12.2%	-15.1%	i
CCOC(=O)c1cc(C)n(CC2CCC(C(=O)Nc3cccc(C(C)=O)c3)CC2)c1C (stereo not drawn)	-3.4%	7.6%	-16.4%
COc1ccccc1CCNC(=O)Cc1c(C)c2c(O)cc(C)cc2oc1=O	25.1%	-12.9%	-19.4%
CCOC(=O)c1c(NC(=O)c2cc(-c3ccc(OC)c(OC)c3)on2)sc(C)c1C	17.7%	-14.8%	i
CCCNC(=O)C1CCN(c2nc3ccc(C)cc3[nH]2)CC1	18.1%	5.0%	?
Cc1cc(Cl)ccc1OCc1nc(-c2ccc(-n3cccc3)cc2)no1	-2.5%	11.5%	i
Cc1ccc(CSc2cn(CC(=O)N3CCCC3)c3ccccc23)cc1	22.4µM*	?	i
COc1cc(OC)c(NC(=O)c2cc(C(C)=O)n3ccccc23)cc1Cl	20.8%	-19.6%	i
CCN(CC)c1nc2c(S(=O)(=O)c3ccc(C)cc3)nnn2c2ccsc12	-0.7%	-10.6%	i
Cc1ccc(NS(=O)(=O)c2cnc(N)nc2)c(C)c1	20.5%	-2.1%	-24.9%
CCc1ccc(S(=O)(=O)Nc2cccc(-c3ccc(N4CCC(C)CC4)nn3)c2)s1	5.7%	?	-23.8%
CCc1ccc(-c2nn(CC(=O)NC3CCCC3)c3c2cnc2ccc(F)cc23)cc1	0.0%	-13.4%	-11.7%
O=C(NCC(c1ccc2c(c1)OCO2)N1CCOCC1)c1ccccc1F (stereo not drawn)	-16.1%	-7.4%	i
CCOC(=O)c1cnc2ccc(C)cc2c1Nc1ccc(N(CC)CC)cc1	-16.1%	0.0%	?
CCCN1CCN(CCCNC(=O)Cn2nc(C)n3c(cc4c(OC)cccc43)c2=O)CC1	9.4%	-5.1%	-2.9%
CCOc1ccc(-c2nc3cc(NC(=O)COc4cccc(C)c4)ccc3o2)cc1	16.3%	3.5%	i
O=C(NC1CCCCC1)c1cc(Nc2cccc(C(F)(F)F)c2)nc2ccccc12	19.8%	-2.9%	i
CC(C)(C)C1CCc2c(sc(NC(=O)c3cccc(Cl)c3)c2C(N)=O)C1 (stereo not drawn)	6.4%	0.7%	-22.9%
CCOC(=O)c1ccc(N2CCN(c3ccccc3F)CC2)c(NC(=O)Nc2ccc(Cl)c(Cl)c2)c1	6.9%	2.2%	i
Cc1cc2c(cc3c(SCc4cccc(Cl)c4)nnc(C)n32)o1	20µM*	23.6%	i
CCOC(=O)COc1ccc(F)cc1C(=O)c1ccn2nc(-c3ccc(C)cc3)cc2n1	27.2%	6.3%	-51.4%[inhibitor]
CCCS(=O)(=O)c1ncc(Cl)c(C(=O)Nc2c(C(=O)Nc3ccccc3)oc3ccccc23)n1	17.2%	30.6%	-27.4%

With a hit mark in FUS yeast rescue, among the entries above:
| compound | FUS yeast rescue | PTHR1 agonist |
| --- | --- | --- |
| Cc1ccc(CN(Cc2cccn2-c2nnc(N3CCCC3=O)s2)C(=O)Nc2ccccc2Cl)cc1 | 35.5µM* | 18.0% |

(cont.)
SMILES	TDP-43 yeast inh	FUS yeast rescue	PTHR1 agonist
CC1=C(c2ccc(C)c(C)c2)S(=O)(=O)N=C1N1CCC(C(=O)NCc2ccc(N(C)C)cc2)CC1	18.0%	18.2%	-9.5%
COc1ccc(-c2nc(Cn3c(SCc4ccc(F)cc4)nc4cccnc43)c(C)o2)cc1	25.0%	2.8%	-27.4%
COc1ccc(-c2cc(C)no2)cc1S(=O)(=O)N1CC(C)Oc2ccccc21 (stereo not drawn)	6.5%	9.5%	-22.9%
COc1cccc(NC(=O)Cn2c(=O)n(CCC(=O)NCc3ccccc3OC)c(=O)c3ccccc32)c1	11.5%	29.4%	-4.5%
Cc1ccc(N(CC(=O)NCCc2ccccc2C)S(=O)(=O)N(C)C)cc1	14.3%	-1.3%	1.6%
CCOC(=O)c1ccc(CN(Cc2ccc(F)cc2)S(=O)(=O)c2cc(C(=O)Nc3cccc(C(F)(F)F)c3)ccc2F)cc1	20.9%	-2.8%	-8.9%
COc1ccc2oc(-c3ccc(C)c(NC(=O)c4cccnc4)c3)nc2c1	12.8%	?	i
COc1ccc(N2CCN(C(c3ccccc3)c3nnc(-c4ccccc4Cl)o3)CC2)cc1 (stereo not drawn)	19.2%[9.22 µM]	41.9%	-24.3%
CCOC(=O)c1sc2ncn(CC(=O)Nc3ccc(OC)c(Cl)c3)c(=O)c2c1C	0.4%	-14.6%	-7.8%
COc1cccc(C(c2sc3nc(-c4ccco4)nn3c2O)N2CCN(c3ccccc3F)CC2)c1 (stereo not drawn)	11.2µM*	8.91µM*	i
CCc1nnc2c(Nc3ccccc3Br)nc3ccccc3n12	?	-12.4%	-3.3%
COc1ccccc1CNC(=O)C(=O)NCC(c1ccco1)S(=O)(=O)c1ccc(C)cc1 (stereo not drawn)	21.6%	18.9%	i
CCOC(=O)C1CCN(C(c2ccc(C)cc2)c2sc3nc(-c4ccco4)nn3c2O)CC1 (stereo not drawn)	25.8%	?	i
CC(C)C(=O)Nc1ccc2nc(SCC(=O)N3CCOCC3)sc2c1	10.7%	-5.4%	-6.4%
CCn1c(CN2CCCCC2)nc2cc(NC(=O)COc3ccc([N+](=O)[O-])cc3)ccc21	5.9%	7.4%	-0.3%
CCOc1ccc(CNC(=O)C2CCCN(S(=O)(=O)N(C)c3ccc(F)cc3)C2)cc1OC (stereo not drawn)	14.6%	26.9%	-18.0%
Cc1ccc(N2C(=O)c3n[nH]c(C)c3C2c2ccccc2Cl)cc1 (stereo not drawn)	22.6%	12.5%	-22.6%
CC(=O)N1CCCc2cc(S(=O)(=O)N3CCN(c4ccccc4F)CC3)ccc21	0.0%	42.5%	-23.9%
COc1cc(-c2nc(Cn3nnc(C(=O)Nc4ccccc4C)c3C)c(C)o2)cc(OC)c1OC	8.1%	-9.4%	-40.2%[inhibitor]
O=C(Nc1ccc2nc(SCCOc3ccccc3Cl)sc2c1)c1cccs1	18.9%	21.0%	i
CC1=Nc2cc(C(=O)NC(C)C)ccc2Sc2ccc(C)cc21	0.0%	5.2%	-6.5%
CCc1ccc(NC(=O)CSC2=Nc3ccccc3C3=NC(CC(=O)NCc4ccc5c(c4)OCO5)C(=O)N23)cc1 (stereo not drawn)	1.1%	?	-21.9%
CCc1ccc(NC(=O)C(Cc2ccccc2)NS(=O)(=O)c2ccc3c(c2)CCN3C(C)=O)cc1 (stereo not drawn)	11.3%	8.9%	i
CCOc1ccc(NC(=O)Cc2csc(COc3cccc(C)c3)n2)cc1	22.0%[9.22 µM]	8.5%	i
COc1ccccc1NC(=O)CSc1ncc2c(n1)-c1cc(Cl)ccc1N(C)S2(=O)=O	18.6%	2.8%	i
SMILES	TDP-43 yeast inh	FUS yeast rescue	PTHR1 agonist
COc1ccc(NC(=O)c2nnn(CC(=O)Nc3cc(C)cc(C)c3)c2N)c(OC)c1	2.0%	14.1%	-10.0%
CCOC(=O)c1c(C)[nH]c(CCC(=O)NCCCN2CCN(c3cc(C)ccc3C)CC2)c1C	18.2%	32.8%	i
CC(C)CCNC(=O)c1ccc2c(c1)NC(=O)C(C(C)C)N2 (stereo not drawn)	14.8%	-0.8%	i
Cc1ccc(CNC(=O)c2c(-c3ccccc3Cl)noc2C)o1	4.9%	-1.3%	1.8%
Cc1ccccc1-c1ncnn1-c1sc2c(c1C#N)CCCCC2	0.0%	3.1%	-28.2%
CCOc1ccc(CCNC(=O)Cn2nc(CC)n3c(cc4ccccc43)c2=O)cc1	0.5%	-26.6%	i
COc1ccc(Cl)cc1NC(=O)C(C)n1c(=O)cc(C(F)(F)F)c2c(C)nn(C)c21 (stereo not drawn)	-17.3%	2.5%	i
CN(C(=O)CSc1nc2ccccc2[nH]1)c1ccc(F)cc1	33.3%	-25.0%	-15.6%
